High-throughput results (PubChem)
PREPL inhibitor: human PREPL enzyme inhibition; recombinant PREPL, fluorescence polarization activity-based probe; inhibition, % at 5.96 µM; 0.68% of 320,000 active; in the data active means inhibition above about 43%;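 further: 0% = enzyme with DMSO and 100% = wells lacking enzyme; many of its hits are not listed in these tables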
GSTO1 inh: blocks human GSTO1 in RBBP9 counter-screen. recombinant GSTO1, activity-based probe fluorescence polarization. inhibition, % at 5.96 µM. 1.1% of 300,000 active;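 active means inhibition above the campaign mean inhibition plus 3 SD, cut at about 35% in these data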;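 further: 0% = GSTO1-1 with DMSO and 100% = wells lacking GSTO1-1 enzyme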
LYPLA1 counter: LYPLA1 (human) inhibition in PME1 counter-screen | recombinant LYPLA1, FP-Rh probe fluorescence polarization | inhibition, % at 5.9 µM | 0.16% of 320,000 active;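 active means inhibition above the mean of all tested compounds plus 3 SD, set per campaign, cut at about 14% in these data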;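 further: inhibitors block serine hydrolase probe labeling of LYPLA1 so polarization falls; 0% = enzyme with DMSO and 100% = wells lacking LYPLA1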
PAD4 FP inh: blocks human protein arginine deiminase 4; Q9UM07; recombinant PAD4, RCA probe fluorescence polarization; inhibition, % at 6.36 µM; 0.41% of 330,000 active;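 active means percent inhibition above a cutoff equal to the mean of all tested compounds plus 3 SD, cut at about 15% in these data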;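 further: 0% = PAD4 with RCA probe and DMSO and 100% = probe without PAD4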
Target sequence (Q9UM07 whole entry, looked up): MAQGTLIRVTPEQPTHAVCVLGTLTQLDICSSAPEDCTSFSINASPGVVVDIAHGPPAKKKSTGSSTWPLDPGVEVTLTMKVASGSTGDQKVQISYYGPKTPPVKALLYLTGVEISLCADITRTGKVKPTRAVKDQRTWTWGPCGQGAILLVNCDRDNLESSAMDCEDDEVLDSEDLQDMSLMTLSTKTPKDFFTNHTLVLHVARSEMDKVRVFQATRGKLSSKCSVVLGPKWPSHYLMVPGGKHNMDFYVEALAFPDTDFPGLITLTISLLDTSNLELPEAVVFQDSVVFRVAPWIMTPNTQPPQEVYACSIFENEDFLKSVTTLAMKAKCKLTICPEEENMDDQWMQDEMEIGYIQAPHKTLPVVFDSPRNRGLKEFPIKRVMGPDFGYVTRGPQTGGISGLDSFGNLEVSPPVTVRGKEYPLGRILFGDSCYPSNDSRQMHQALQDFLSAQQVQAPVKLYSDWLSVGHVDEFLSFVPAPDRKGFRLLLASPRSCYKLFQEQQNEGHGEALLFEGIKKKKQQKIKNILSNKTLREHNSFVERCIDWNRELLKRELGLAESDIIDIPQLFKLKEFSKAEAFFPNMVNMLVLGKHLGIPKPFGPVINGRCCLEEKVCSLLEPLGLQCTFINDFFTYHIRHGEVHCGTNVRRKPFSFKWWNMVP
PAFAH1B3 inh: PAFAH1B3 (human) inhibition; AID 492972; 0.28% of 340,000 active; recombinant PAFAH1B3, FP-rhodamine probe, fluorescence polarization; inhibition, % at 3.39 µM; Q15102;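 active means inhibition above the screen-wide average of all tested compounds plus 3 SD, cut at about 25% in these data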;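 further: 0% = enzyme with DMSO only and 100% = wells lacking PAFAH1B3 protein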
PAFAH1B2 FP inh: blocks human PAF acetylhydrolase 1b catalytic subunit 2 | 1.2% of 340,000 active | recombinant PAFAH1B2, FP-rhodamine activity probe, fluorescence polarization | P68402 | AID 492953 | inhibition, % at 3.39 µM;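 active means inhibition above the mean of all tested compounds plus 3 SD, cut at about 24% in these data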;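 further: 0% = enzyme with DMSO and 100% = wells lacking PAFAH1B2; many of its hits are not listed in these tables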
pPAFAH FP inh: inhibitors of human plasma PAF acetylhydrolase (pPAFAH); Q13093; recombinant pPAFAH, FP-rhodamine probe fluorescence polarization; inhibition, % at 3.39 µM; 1.5% of 330,000 active;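 active means inhibition above the mean inhibition across the screen plus 3 SD, cut at about 25% in these data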;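 further: inhibitors block binding of the rhodamine activity-based probe so polarization drops; 0% = enzyme with DMSO and 100% = wells lacking pPAFAH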
PME-1 inh: PME-1 (human) inhibition | recombinant PME-1, FP-Rh probe fluorescence polarization | inhibition, % at 5.9 µM | 0.53% of 320,000 active;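 active means inhibition above the campaign mean of all compounds plus 3 SD, cut at about 26% in these data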;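 further: competitive labeling of PME-1 active site by serine hydrolase directed probe; 0% = PME-1 with DMSO and 100% = wells lacking PME-1 enzyme; inhibitors block probe labeling so polarization falls and inhibition rises; many of its hits are not listed in these tables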
LYPLA2 counter: counter-screen for PME1 inhibitors: inhibitors of human LYPLA2; O95372; recombinant LYPLA2, FP-Rh probe fluorescence polarization; inhibition, % at 5.9 µM; 0.38% of 320,000 active; AID 2177;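 active means inhibition above the screen-wide mean plus 3 SD, limit set per campaign, cut at about 26% in these data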;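 further: 0% = LYPLA2 with DMSO and 100% = wells lacking LYPLA2 enzyme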
Target sequence (O95372 whole entry, looked up): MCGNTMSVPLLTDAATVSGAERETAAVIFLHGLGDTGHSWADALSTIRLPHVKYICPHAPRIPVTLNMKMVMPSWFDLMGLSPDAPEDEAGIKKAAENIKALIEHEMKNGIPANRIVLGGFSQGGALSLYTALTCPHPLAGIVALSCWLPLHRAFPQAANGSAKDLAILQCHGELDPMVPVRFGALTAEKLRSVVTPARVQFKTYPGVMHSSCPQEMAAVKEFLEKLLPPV
The depositor's hits bear a star; · = not tested or not shown.

item	SMILES	PAFAH1B3 inh	LYPLA1 counter	PREPL inhibitor	GSTO1 inh	PAFAH1B2 FP inh	PAD4 FP inh	PME-1 inh	LYPLA2 counter	pPAFAH FP inh
1	COc1ccc(NC(=O)COC(=O)CC2CCCC2)cc1	4	·	5	·	3	1	·	·	20
2	Cc1cc(OCC(=O)N(C(C)C)C(C)C)ccc1Cl	4	-1	-6	3	4	-1	4	-1	1
3	O=C(NNS(=O)(=O)c1ccccc1)C(O)(c1ccccc1)c1ccccc1	2	2	11	4	4	-1	-5	3	-5
4	OC(CNCCc1ccccc1)COc1ccc(OCC(O)CNCCc2ccccc2)cc1 (centres undefined)	3	0	19	-8	1	-1	3	0	1
5	O=C(c1ccccc1)N1CCN(c2ccc([N+](=O)[O-])c(NCc3cccnc3)c2)CC1	-1	7	15	-2	4	-1	8	5	-4
6	Cc1ccc2c(c1)N(CC(=O)c1cccc(Cl)c1)C(=O)C(C)O2 (centres undefined)	7	-3	2	4	2	-7	1	4	2
7	O=C1CCCC(O)=C1C=NCc1ccccc1	2	-3	-4	2	4	2	1	3	6
8	COc1ccc(/C=C/C(=O)N[C@H](C(=O)O)C(C)C)cc1	2	1	0	-3	2	2	-4	-2	-1
9	O=C(Cc1ccccc1)N/N=C/c1cc2c(cc1Cl)OCO2	-1	-3	-2	1	5	-3	-6	-5	-4
10	CCCc1sc(N)nc1-c1ccc(Cl)cc1	-4	-1	16	-1	6	0	12	-5	5
11	O=C(O)CSc1nc(-c2cccs2)cc(C(F)(F)F)n1	·	-3	-9	10	·	-3	-5	-1	2
12	C=CCOc1cccc(C2/C(=C(/O)c3ccc(F)cc3)C(=O)C(=O)N2CCN2CCOCC2)c1 (centres undefined)	7	3	20	6	0	4	-14	1	-8
13	CN(C)CCn1ccc(O)c(Cc2ccc(Cl)cc2)c1=O	2	0	-7	2	0	-3	1	0	2
14	O=C(CCNC(=O)C1CCN(S(=O)(=O)c2ccccc2)CC1)NCCc1cccc(F)c1	-3	4	19	5	22	0	16	1	5
15	O=C(NCc1ccccc1Cl)C1CCC(=O)N(CCCN2CCCC2=O)C1 (centres undefined)	4	-2	2	-4	1	-4	3	-3	4
16	O=C(CCN1CCN(CCO)CC1)Nc1ccc(F)c(F)c1	5	2	6	5	-4	1	3	12	8

An excerpt from above in order of their number in PME-1 inh, lowest first:
No.	SMILES	PAFAH1B3 inh	PREPL inhibitor	PAFAH1B2 FP inh	PAD4 FP inh	PME-1 inh	pPAFAH FP inh
8	COc1ccc(/C=C/C(=O)N[C@H](C(=O)O)C(C)C)cc1	2	0	2	2	-4	-1
5	O=C(c1ccccc1)N1CCN(c2ccc([N+](=O)[O-])c(NCc3cccnc3)c2)CC1	-1	15	4	-1	8	-4
10	CCCc1sc(N)nc1-c1ccc(Cl)cc1	-4	16	6	0	12	5

(listing goes on)
item	SMILES	PAFAH1B3 inh	LYPLA1 counter	PREPL inhibitor	GSTO1 inh	PAFAH1B2 FP inh	PAD4 FP inh	PME-1 inh	LYPLA2 counter	pPAFAH FP inh
17	COc1cc(C)ccc1OCCOCCOc1ccc([N+](=O)[O-])cc1	2	2	-10	1	-4	0	2	4	4
18	O=C(O)C1C2C=CC3(CN(Cc4ccco4)C(=O)C13)O2 (centres undefined)	5	0	6	0	2	2	9	1	1
19	CCN(CC)CCCNC(=O)c1cc2c(=O)n(C)c3ccccc3c2n1C	5	0	-22	11	-2	-3	4	-1	6
20	COc1cc(NC(=O)c2cc3sccc3n2C)cc(OC)c1	2	-4	4	2	-2	-4	2	-7	-2
21	Cc1cc(C)c(S(=O)(=O)N2CCCC(C(=O)NCc3ccncc3)C2)c(C)c1 (centres undefined)	-3	-5	3	4	5	3	9	-9	2
22	O=[N+]([O-])c1ccccc1/C=N/N1CCN(c2ccccn2)CC1	10	-4	1	5	-1	-3	7	1	6
23	O=C(Nc1nc2c(s1)C(=O)CCC2)c1ccccc1	12	-1	-1	1	2	0	2	-2	2
24	O=C(c1ccc(-c2cccc(C(F)(F)F)c2)o1)N1CCCC(C(F)(F)F)C1 (centres undefined)	-4	2	15	4	1	0	1	1	8
25	CCn1c(=O)c(C)nn2c3ccccc3nc12	-4	2	17	2	3	-9	0	3	0
26	CCN1C(=O)N[C@@H](CCc2ccccc2)C(C(=O)OC)=C1C	13	1	7	-1	2	-1	6	-6	-2
27	COC(=O)C1=C(C)Nc2ncnn2C1c1ccccn1 (centres undefined)	-6	0	6	-5	-5	-1	-3	3	7
28	Brc1cccc(C2Nc3cccc4cccc(c34)N2)c1	20	-1	2	40*	7	0	17	6	12
29	COc1cc(/C=N/NC(=O)c2ccc(O)cc2)ccc1Oc1ccc([N+](=O)[O-])cn1	-3	-7	-71	-3	3	1	0	13	7
30	COCCN(C(=O)CN1CCc2ccccc21)c1c(N)n(Cc2ccccc2)c(=O)[nH]c1=O	-13	3	28	·	-5	-3	1	2	0
31	O=C1CCCN1c1ccc(S(=O)(=O)N2CCN(c3ccccn3)CC2)cc1	6	-1	-68	5	0	-3	0	-2	-5
32	Cc1cc2c(=O)n(CC(=O)NCC(=O)Nc3ccc(C(C)C)cc3)cnc2s1	-3	-1	10	-1	-3	-1	-4	-3	1
33	CCC1(c2ccc(F)cc2)NC(=O)N(CC(=O)NCC(=O)Nc2cccc(C)c2C)C1=O (centres undefined)	-3	-4	-4	5	2	-1	-1	-1	-5
34	COc1ccc(C2C(C#N)=C(N)N(c3cccnc3)C3=C2C(=O)CCC3)cc1Cn1cc([N+](=O)[O-])cn1 (centres undefined)	2	-3	9	4	1	-19	-3	-5	18
35	Cc1cc(C)n2c(SCC(=O)Nc3ncc(C(F)(F)F)cc3Cl)nnc2n1	-6	0	5	2	1	1	-2	1	-3
36	CCCCNCc1cc(Cl)c(OCCC)c(OCC)c1	2	-2	-4	-1	3	-2	-6	-4	3
37	CCOc1ccccc1C(=O)OCC(=O)Nc1nnc(-c2ccccc2)o1	4	-3	2	1	8	5	2	1	6
38	FC(F)(F)c1cc(C(F)(F)F)c2ccc(N/N=C/c3ccccc3)nc2n1	1	-3	11	-3	0	1	1	-1	-7
39	Cc1nc2ccccc2c(=O)n1NC(=O)/C=C/c1ccccc1	1	-3	-7	-3	-1	2	-3	-3	-1
40	COCc1cc(C)nc(OCC(=O)N/N=C/c2ccc(-c3cc([N+](=O)[O-])ccc3Cl)o2)c1C#N	3	-3	-1	-3	3	-8	1	1	0

8 of these compounds, reformatted:
30	COCCN(C(=O)CN1CCc2ccccc21)c1c(N)n(Cc2ccccc2)c(=O)[nH]c1=O
31	O=C1CCCN1c1ccc(S(=O)(=O)N2CCN(c3ccccn3)CC2)cc1
32	Cc1cc2c(=O)n(CC(=O)NCC(=O)Nc3ccc(C(C)C)cc3)cnc2s1
33	CCC1(c2ccc(F)cc2)NC(=O)N(CC(=O)NCC(=O)Nc2cccc(C)c2C)C1=O (centres undefined)
34	COc1ccc(C2C(C#N)=C(N)N(c3cccnc3)C3=C2C(=O)CCC3)cc1Cn1cc([N+](=O)[O-])cn1 (centres undefined)
35	Cc1cc(C)n2c(SCC(=O)Nc3ncc(C(F)(F)F)cc3Cl)nnc2n1
36	CCCCNCc1cc(Cl)c(OCCC)c(OCC)c1
37	CCOc1ccccc1C(=O)OCC(=O)Nc1nnc(-c2ccccc2)o1

| assay / compound | 30 | 31 | 32 | 33 | 34 | 35 | 36 | 37 |
| --- | --- | --- | --- | --- | --- | --- | --- | --- |
| PAFAH1B3 inh | -13 | 6 | -3 | -3 | 2 | -6 | 2 | 4 |
| LYPLA1 counter | 3 | -1 | -1 | -4 | -3 | 0 | -2 | -3 |
| PREPL inhibitor | 28 | -68 | 10 | -4 | 9 | 5 | -4 | 2 |
| GSTO1 inh | · | 5 | -1 | 5 | 4 | 2 | -1 | 1 |
| PAFAH1B2 FP inh | -5 | 0 | -3 | 2 | 1 | 1 | 3 | 8 |
| PAD4 FP inh | -3 | -3 | -1 | -1 | -19 | 1 | -2 | 5 |
| PME-1 inh | 1 | 0 | -4 | -1 | -3 | -2 | -6 | 2 |
| LYPLA2 counter | 2 | -2 | -3 | -1 | -5 | 1 | -4 | 1 |
| pPAFAH FP inh | 0 | -5 | 1 | -5 | 18 | -3 | 3 | 6 |

Later entries
item	SMILES	PAFAH1B3 inh	LYPLA1 counter	PREPL inhibitor	GSTO1 inh	PAFAH1B2 FP inh	PAD4 FP inh	PME-1 inh	LYPLA2 counter	pPAFAH FP inh
41	COc1ccc(-c2c3c(nc4sc(C(=O)Nc5ccccc5)c(N)c24)CCC3)cc1	6	0	10	2	-2	-8	-3	-7	-2
42	Cc1ccc(N/C(N)=N/c2nc(CSc3nnc(C)s3)cc(=O)[nH]2)c(C)c1	-1	2	4	4	-5	-2	-1	8	7
43	CC(=NCCCN(C)C)C1=C(O)c2ccccc2C1=O	0	2	-6	6	-3	1	1	-4	-2
44	CC(C)n1c(-c2ccco2)csc1=Nc1cccnc1	-6	-2	8	3	0	-3	0	-3	8
45	CCCN1CCN(C(=O)c2ccc(CS(=O)c3ccc(Cl)cc3)o2)CC1 (centres undefined)	3	-3	14	7	-4	1	-5	-1	1
46	c1ccc2c(c1)CN1CCCC1=N2	5	5	-3	3	7	-2	1	2	5
47	COc1cc(C(=O)Nc2nc(C)cc(C)n2)cc(OC)c1OC	3	-1	7	-6	4	0	3	2	2
48	Cc1cccc(NC(=O)c2cc(NC(=O)c3ccco3)ccc2Cl)n1	12	0	-3	-1	3	-1	-6	0	1
49	COc1ccc(S(=O)(=O)c2c(O)c3ccc(C(=O)Nc4ccccc4Cl)cc3[nH]c2=O)cc1	2	-3	7	-9	-4	1	-6	-6	-5
50	CC(C)OCC(O)CN1CCC(Cc2ccccc2)CC1 (centres undefined)	9	1	6	4	0	2	1	-4	7
51	S=c1nc(-c2ccccc2)[nH]c2ccc(Br)cc12	0	-1	-26	-20	0	5	-2	6	4
52	CC1(C)Cc2c(sc(NC(=O)c3ccccc3)c2C(=O)O)CO1	9	2	4	-4	9	-5	-8	-2	4
53	O=C(c1ccc([N+](=O)[O-])cc1)N1CCN(C(=O)c2cccnc2)CC1	1	-2	6	1	2	-7	-5	-2	-5
54	COCCSc1nnc(NC(=O)C2CCCO2)s1 (centres undefined)	8	-1	0	0	3	-9	-6	0	0
55	CN1CCN(c2ccc(NC(=O)c3ccc4c(c3)[nH]c(=O)n4Cc3ccc(F)cc3)cc2)CC1	9	6	2	0	9	-3	1	15	10
56	Cc1ccc(C2CC2C(=O)NNC(=S)Nc2ccc(Cl)cc2)cc1 (centres undefined)	5	1	-15	2	22	-2	3	9	10

Some of the compounds tested. The share of hits here may be higher or lower than overall.
